# Assay outcomes as filed in PubChem BioAssay.
# BL2 CD40 inh = inhibitors of CD40-induced NF-kB signaling, primary screen, BL2 cells, luciferase reporter, single point; CD40L-induced, 4 h; inhibition, % at 10 µM; 83,000 tested, 0.94% active;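 active = mean inhibition of at least 50% with a set share of replicates also reaching that level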;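 also: 0% = neutral control wells and 100% = IKK inhibitor VII at 50 µM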
# * hit, by the source's call; & = joins results of further samples; [ ] = remark or other dose. These rows are one share of the data; count on the stated rates, not on these rows.
SMILES,BL2 CD40 inh
CC(=O)c1sc(-c2ccccc2)nc1C,9
CCOC(=O)C(=O)Nc1ccccc1C(=O)OC,4
N#C[C@@H]1[C@@H](c2ccccc2)[C@H](CO)N1C(=O)Cc1ccccc1,-1[25 µM]
CC1CN(C(=O)c2cc(COc3c(F)cccc3F)on2)CCN1C (stereo unspecified),2
O=C(CCCC(=O)NCC1CCCO1)NCC1CCCO1 (stereo unspecified),10
CN(C)C(=O)c1ccc(-c2ccc3c(c2)[C@@H]2[C@@H](CCN2C(=O)C2CCC2)[C@H](CO)N3C)cc1,4
O=C(C[C@@H]1CC[C@H](NC(=O)NC2CCCC2)[C@@H](CO)O1)NCc1ccc(F)cc1,-1
O=C(Nc1cccc(S(=O)(=O)N2CCCCC2)c1)C1CC(=O)N(Cc2ccccc2)C1 (stereo unspecified),8
N#C[C@H]1[C@H](c2ccc(-c3cccc(F)c3)cc2)[C@@H](CO)N1C(=O)NC1CCCC1,26[25 µM]
CCC1=NN(C(=O)c2ccccc2[N+](=O)[O-])C(O)(c2ccccc2)C1 (stereo unspecified),0
CCOc1ccc(CCNC(=O)COC(=O)C2CCN(S(=O)(=O)c3ccccc3)CC2)cc1OCC,-6
O=S(=O)(Nc1ccc(S(=O)(=O)Nc2ncccn2)cc1)c1ccccc1,1
CCN1CCc2c(OCC(=O)Nc3ccc4c(c3)OCCO4)cccc2C1=O,8
CC(=O)N1CCN(c2ccccc2NC(=O)c2ccc(C#N)cc2F)CC1,4
CC(NC(=O)CNC(=O)C(Cc1ccccc1)NC(=O)OCc1ccccc1)C(N)=O (stereo unspecified),1
Cc1cc(C(=O)N2CC=C(c3ccccc3)CC2)c2ccccc2n1,21
N#C[C@@H]1[C@@H](c2ccc(C#Cc3ccccc3F)cc2)[C@@H](CO)N1C(=O)C1CC1,0
Cc1oc(-c2ccc(F)cc2)cc1-c1nn2c(-c3ccco3)nnc2s1,8
Cc1ccc(S(=O)(=O)N(C)C[C@H]2OCCCC[C@H](C)Oc3ccc(NC(=O)c4ccncc4)cc3C(=O)N([C@@H](C)CO)C[C@H]2C)cc1,-11[25 µM]
O=C(NCCOC(=O)c1cccs1)c1cccnc1,0
CC(Nc1ccc([N+](=O)[O-])cc1[N+](=O)[O-])c1ccccc1 (stereo unspecified),26
O=C(c1ccccc1)N1C[C@H]2[C@@H](c3ccccc31)[C@H](CO)N2Cc1cc(F)ccc1F,-12[25 µM]
COc1ccc(/C=C2/CCC(CN3CCOCC3)C2=O)cc1 (stereo unspecified),74*
COCC(=O)N1CC2(C1)CN(Cc1ccc3c(c1)OCO3)[C@@H](CO)c1c2c2ccc(OC)cc2n1C,2[25 µM]
COc1ccccc1C(=O)Nc1nnc(-c2ccc3c(c2)CCCC3)o1,1
O=C(CNCc1ccccn1)Nc1cc(C(F)(F)F)ccc1N1CCOCC1,-6
O=C(COC(=O)CSc1ccccc1)NCCNC(=O)COC(=O)CSc1ccccc1,10
Cc1ccc(NC(=O)COc2nc(C)cs2)cc1,8
CCN(CC(=O)Nc1cc(Cl)ccc1C)C(=O)C1CCN(c2ncnc3sc(C)c(C)c23)CC1,2
O=C(CCCCn1c(=O)[nH]c2ccccc2c1=O)NC1CCN(Cc2ccccc2)CC1,14
O=S(=O)(NC1CC1)c1ccc2c3c(cccc13)CC2,-3
O=C(C1CCN(S(=O)(=O)c2ccccc2)CC1)N1CCCCC1,9
CCc1c(C)nc(SC)n(CC#N)c1=O,6
O=C(CCn1c(=O)sc2ccccc21)NCc1cccs1,-8
O=C1CC(N2CCN(S(=O)(=O)c3ccccc3F)CC2)C(=O)N1c1ccccc1F (stereo unspecified),-4
CCS(=O)(=O)Nc1cc(C(=O)O)ccc1C,5
CC(=O)NC(CC(=O)OCC(=O)c1ccc(NC(=O)CC(C)C)cc1)c1ccccc1 (stereo unspecified),3
O=C(O)CC1NCCc2ccccc21 (stereo unspecified),7
CCOc1ccc(Cc2onc3c2C(=O)CC(C)(C)C3)cc1OCC,16
CS(=O)(=O)N1[C@@H]2c3cccc(=O)n3C[C@H]1[C@H](CO)[C@H]2C(=O)NCc1ccc(F)cc1,-5[25 µM]

# Reformatted: results already given.
compound | BL2 CD40 inh
O=C1CC(N2CCN(S(=O)(=O)c3ccccc3F)CC2)C(=O)N1c1ccccc1F (stereo unspecified) | -4
CCS(=O)(=O)Nc1cc(C(=O)O)ccc1C | 5
CC(=O)NC(CC(=O)OCC(=O)c1ccc(NC(=O)CC(C)C)cc1)c1ccccc1 (stereo unspecified) | 3

# (further entries)
SMILES,BL2 CD40 inh
Cc1ccc(S(=O)(=O)Nc2ccnc(-c3cccnc3)n2)cc1,6
O=C(C1CCC1)N1C[C@@H]2[C@H](c3ccccc31)[C@@H](CO)N2C(=O)Nc1cccc(F)c1,2[25 µM]
Nc1c(C(=O)NCc2ccco2)sc2nc3c(cc12)C(=O)CCC3,-13
O=C(OCCN=C1NS(=O)(=O)c2ccccc21)c1cccs1,7
CCn1c(=O)c2c(n3cnnc13)-c1ccccc1CC21CCCCC1,6
Cc1nc2c(ccc3c2ccc2nc(C)sc23)s1,-26
O=C(Nc1ccc(F)cc1)c1nn(-c2ccccc2)c(=O)cc1Cl,85*
Cc1ccc(C(=O)OCCOc2cccc(Cl)c2)cc1S(=O)(=O)N1CCOCC1,2
NC(=O)C1CCN(S(=O)(=O)Cc2ccccc2Cl)CC1,11
Cc1ccccc1CN(c1ccc(C(=O)NCc2ccccn2)cc1)S(C)(=O)=O,9
O=C(CCNS(=O)(=O)c1ccccc1)NCCCc1ccccc1,4
Cc1cc(Cl)ccc1NC(=O)/N=C1/NC(=O)CS1,-8
Cc1ccc(NC(=O)CN2C(=O)NC3(CCCCC3C)C2=O)cc1S(=O)(=O)N1CCOCC1 (stereo unspecified),9
Cc1cc(C)c(NC(=O)CN2CCN(S(=O)(=O)c3ccc4c(c3)OCCO4)CC2)c(C)c1,4
O=C(C[C@@H]1CC[C@@H](NC(=O)CC2CC2)[C@@H](CO)O1)NCC(F)(F)F,4[25 µM]
CCOC(=O)C1(C)CCCN1C(=O)c1cc(F)ccc1C (stereo unspecified),-2
O=C(NCC(c1ccco1)N1CCc2ccccc2C1)C(=O)Nc1ccccc1F (stereo unspecified),-6
O=C(NCCO)c1ccc2[nH]c3ccccc3c2c1,-1
COCC(=O)N1CC2(CN(Cc3ccc(Cl)cc3)C2)c2c([nH]c3cc(OC)ccc23)[C@H]1CO,11[25 µM]
C[C@@H]1CN(C)C(=O)c2cccc(N)c2O[C@H]1CN(C)C(=O)OC(C)(C)C,7
O=C(Nc1ccccc1F)N1CCCCN2[C@H](CO)[C@H](c3ccc(C#Cc4cccnc4)cc3)[C@H]2C1,-14[25 µM]
Cc1c(Cl)cccc1NC(=O)CCN1C(=O)NC(C)(C)C1=O,15
CO[C@@H]1CN(C)C(=O)c2cc(NC(=O)C3CCOCC3)ccc2OC[C@H](C)N(CC2CC2)C[C@H]1C,-3
Cc1cc(NC(=O)c2ccccc2)n(-c2nc3ccccc3[nH]2)n1,16
Cc1cc(=O)[nH]c(N/N=C/c2ccccc2C(F)(F)F)n1,-2
Cc1cc(=O)n2nc(-c3ccccc3)sc2n1,-50
CCC(=O)Nc1ccc(C(=O)NNC(=O)c2ccccc2)cc1,-3
C[C@@H]1CCCCO[C@@H](CN(C)C(=O)C2CCCCC2)[C@@H](C)CN([C@@H](C)CO)C(=O)c2cc(NS(=O)(=O)c3ccccc3)ccc2O1,-4[25 µM]
C[C@H](CO)N1C[C@H](C)[C@H](CN(C)C(=O)Nc2ccnc(N3CCOCC3)c2)OCc2cnnn2CCCC1=O,1[25 µM]
COc1cc2nc(N3CCN(C(=O)c4ccco4)CC3)nc(N)c2cc1OC,11
Cc1ccc(NC(=O)Cn2c(CCC(=O)O)ccc2-c2cccs2)cc1,2
O=C(Cc1ccc2c(c1)OCCO2)Nc1cc(C(F)(F)F)ccc1N1CCOCC1,4
NNC(=O)CNc1cccc(Br)c1,2
CCN(CC(=O)Nc1ccc(NC(C)=O)cc1)C(=O)c1cccc(S(=O)(=O)N2c3ccccc3CC2C)c1 (stereo unspecified),5
CC(Oc1ccc(F)cc1)C(=O)Nc1ccc(N2CCOCC2)cc1N1CCOCC1 (stereo unspecified),-5
COc1ccc(CCNC(=O)CN2CCCc3ccccc32)cc1OC,20
Cc1cc(C)c2c(ccc3ccccc32)n1,0
C[C@@H]1CN([C@H](C)CO)C(=O)CCCn2nncc2CO[C@H]1CN(C)S(=O)(=O)c1ccc2ccccc2c1,9[25 µM]
CC1CN(C(=O)Cc2ccc(-c3ccccc3)cc2)CC(C)O1 (stereo unspecified),4
OC[C@H]1[C@@H](c2ccc(C3=CCCC3)cc2)[C@@H]2CN(Cc3ccncc3)CCCCN12,-10[25 µM]
O=C(NN=Cc1ccccc1Cl)C(=O)Nc1cccc(C(F)(F)F)c1,0
CCOC(=O)c1c(C)nsc1NC(=O)C1(C)CCN1C(=O)CC (stereo unspecified),3
CC(C)NC(=O)N1[C@H](CO)[C@@H](c2ccccc2)C12CN(C(=O)c1ccccn1)C2,-9[25 µM]
CCc1nc2ccc(C(=O)N3CCN(C(C)=O)CC3)cn2c1N(CC)C(=O)NCCc1ccccc1,-19
CS(=O)(=O)N1CC2CCCN2c2cc(C(F)(F)F)ccc21 (stereo unspecified),4
CCCCCn1c(SCCOCC)nc2c1c(=O)[nH]c(=O)n2C,7
CCOC(=O)c1cc(-c2ccc(C)cc2)n(CC(=O)NCc2ccco2)c1C,14
COc1ccccc1OCCNC(=O)c1c(-c2ccccc2Cl)noc1C,9
Cc1nnc(SCc2nnc(-c3cccs3)o2)n1C1CCCCC1,-1
CCCCNC(=O)Cc1c(OC)ccc2cc(Br)ccc12,-5
O=S(=O)(c1ccc2nc(COc3ccccc3)[nH]c2c1)N1CCOCC1,10
Cn1ncc(Cl)c1C(=O)NC1CCCC1,4
Cc1cccc(C)c1OCC(O)CN1CCCCC1 (stereo unspecified),2
O=C(NCc1ccco1)C12CC3CC(C1)CC(C(=O)NCc1ccco1)(C3)C2,-4
O=C(CCCCC(=O)NN=Cc1ccc(Cl)cc1)NN=Cc1ccc(Cl)cc1,1
Fc1ccc(F)c(CN2[C@@H]3CNC[C@H]2C3c2ccc(-c3ccccc3)cc2)c1 (stereo partly specified),-3&-8[25 µM]
CCS(=O)(=O)N1CC2(CN(C(=O)NC(C)C)[C@H](CO)c3c2c2ccc(OC)cc2n3C)C1,-4[25 µM]
O=C(Nc1ccc2c(c1)[C@@H]1C[C@@H](CC(=O)N3CCOCC3)O[C@@H](CO)[C@@H]1O2)NC1CCCCC1,1
CCCNC(=O)N1CC(=O)N2[C@H](CO)[C@H](c3ccc(C#Cc4cccc(OC)c4)cc3)[C@H]2C1,-24
CN(C)c1ccc2c(c1)[C@H]1C[C@H](CC(=O)N3CCc4ccccc4C3)O[C@@H](CO)[C@H]1O2,-7[25 µM]

# BL2 CD40 inh, hit marks shown above
SMILES,BL2 CD40 inh
COc1ccc(/C=C2/CCC(CN3CCOCC3)C2=O)cc1 (stereo unspecified),74*
O=C(Nc1ccc(F)cc1)c1nn(-c2ccccc2)c(=O)cc1Cl,85*

# 7 compounds out of the list above, arranged by the number in BL2 CD40 inh, low to high.
Compound	BL2 CD40 inh
CCOc1ccc(CCNC(=O)COC(=O)C2CCN(S(=O)(=O)c3ccccc3)CC2)cc1OCC	-6
O=C(NCc1ccco1)C12CC3CC(C1)CC(C(=O)NCc1ccco1)(C3)C2	-4
CO[C@@H]1CN(C)C(=O)c2cc(NC(=O)C3CCOCC3)ccc2OC[C@H](C)N(CC2CC2)C[C@H]1C	-3
CC(=O)NC(CC(=O)OCC(=O)c1ccc(NC(=O)CC(C)C)cc1)c1ccccc1 (stereo unspecified)	3
CCc1c(C)nc(SC)n(CC#N)c1=O	6
CCCCCn1c(SCCOCC)nc2c1c(=O)[nH]c(=O)n2C	7
CC(Nc1ccc([N+](=O)[O-])cc1[N+](=O)[O-])c1ccccc1 (stereo unspecified)	26

# (continued)
SMILES,BL2 CD40 inh
N#C[C@H]1[C@@H](c2ccccc2-c2ccccc2F)[C@H](CO)N1C(=O)c1cccc(F)c1,5[25 µM]
O=C(CCN1C(=O)c2ccccc2S1(=O)=O)Nc1cc(Cl)ccc1Cl,-2
Cc1c(CCOC(=O)C23CC4CC(CC(C4)C2)C3)sc[n+]1Cc1ccccc1,15
O=C(c1cc(COc2ccc(F)cc2F)on1)N1CC[C@@H]2CCCC[C@H]2C1,-5
CC(=O)Nc1cccc2c1O[C@@H](CN(C)C(=O)OC(C)(C)C)[C@@H](C)CN(C)C2=O,-9
COc1ccc(CNC(=O)C2CCCN2CCc2ccccc2)cc1OC (stereo unspecified),7
COCCCNC(=O)CN(c1cccc(Cl)c1C)S(C)(=O)=O,-1
N#C/C(=C/C1=C(N2CCOCC2)C(=C/c2ccccc2)/CC1)C(=O)Nc1ccccc1F,5
COc1ccccc1N1CCN(CC(=O)Nc2cc(C)nn2-c2nc(C)cc(C)n2)CC1,12
Cc1ccc2[nH]c3c(c2c1)CN(C(=O)CN1CCCc2ccccc21)CC3,-2
O=C(COC(=O)c1ccccn1)Nc1ccc2c(c1)OCO2,0
CCc1ccccc1N(CC(=O)O)S(C)(=O)=O,2
O=C1CC(Sc2ncccc2C(=O)O)C(=O)N1 (stereo unspecified),5
Cc1nc2c(ccc3nc(NC(=O)c4ccc5c(c4)OCCO5)sc32)s1,12&-59
Brc1ccc(-c2nc(-c3cccnc3)no2)o1,-86
COc1ccc(CNC(=O)C[C@@H]2C=C[C@@H](NC(=O)c3cccc(F)c3)[C@@H](CO)O2)cc1,0[25 µM]
CCOc1ccc(CCNC(=O)COC(=O)COc2ccc(Cl)cc2)cc1OCC,-56
COc1ccc(N=[N+]([O-])c2ccc(OC)cc2)cc1,39
c1ccc(-c2noc(-c3ccncc3)n2)nc1,-47
O=S(=O)(Cc1ccccc1)N1CCCCN2[C@H](CO)[C@@H](c3ccc(-c4ccc(F)cc4)cc3)[C@@H]2C1,-22[25 µM]
O=C(COC(=O)c1ccco1)NC1CCCc2ccccc21 (stereo unspecified),1

# Single entries from the results shown.
# CCOc1ccc(CCNC(=O)COC(=O)COc2ccc(Cl)cc2)cc1OCC | BL2 CD40 inh: -56
# O=S(=O)(Cc1ccccc1)N1CCCCN2[C@H](CO)[C@@H](c3ccc(-c4ccc(F)cc4)cc3)[C@@H]2C1 | BL2 CD40 inh: -22[25 µM]
# Brc1ccc(-c2nc(-c3cccnc3)no2)o1 | BL2 CD40 inh: -86
